UDG counter: Primary qHTS assay for inhibitors of Activation Induced Cytidine Deaminase (AID): UDG Counterscreen signal. Uracil-DNA glycosylase. FRET deamination/UDG coupled assay, UDG read, 4 h. Potency, µM (doses to about 115 µM), inactives show at the top dose activity change, negative = inhibition, actives largely listed as inhibitors. 91,000 compounds, 0.14% hits. AID 1347430, 2020; note: nearly all actives have a fitted effect of over 65% in size
AID inhibitor: Primary qHTS assay for inhibitors of Activation Induced Cytidine Deaminase (AID): AID signal. Single-stranded DNA cytosine deaminase (Homo sapiens), Q9GZX7. AID deamination FRET fluorescence, UDG-coupled, 4 h. Potency, µM (doses to about 115 µM), for inactives: at the highest dose activity change, negative = inhibition, actives largely listed as inhibitors. 91,000 compounds, 0.32% hits; note: nearly all actives have a fitted effect of over 25% in size
Target sequence (Q9GZX7 whole entry, looked up): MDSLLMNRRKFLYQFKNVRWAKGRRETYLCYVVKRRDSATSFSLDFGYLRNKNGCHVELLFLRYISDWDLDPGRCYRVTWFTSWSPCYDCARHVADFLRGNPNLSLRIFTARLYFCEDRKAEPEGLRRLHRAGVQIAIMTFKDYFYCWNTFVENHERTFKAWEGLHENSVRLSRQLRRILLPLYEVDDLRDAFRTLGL
* = called active by the depositor; i = inactive; u = inconclusive; & = joins results of further samples; [ ] = dose if it differs, or a comment. Calls come from the whole dose curve; as a rule, active = well fitted curve in the direction sought with a large enough effect; inconclusive = small, poorly fitted or top-dose-only effect, or another doubt; inactive = no such curve, though single readings can be large; an effect the other way counts as inactive or inconclusive. % is set by controls: 0 for no effect and ±100 for the full control effect; potency is the fitted concentration of half-maximal effect. These rows are one share of the data; count on the stated rates, not on these rows.

SMILES	UDG counter	AID inhibitor
O=C(NCc1cccnc1)c1nn(-c2ccccc2F)nc1CO	0%[57.5 µM]	6%
Cc1oc(-c2ccccc2)nc1CC(=O)N1CCC(C(N)=O)CC1	-7%	-12%
COc1ccc2[nH]c(C)c(CCNS(=O)(=O)c3cc(F)ccc3OC)c2c1	-8%[57.5 µM]	6%
Nc1nccnc1C(=O)NCCNc1ccc(C(F)(F)F)cn1	8%	-1%
CCOCCCNC(=O)C1CCN(C(=O)c2cc3sccc3n2C)CC1	8%	3%
COc1cccc(-c2nc(-c3c[nH]c(C(=O)N4CCCC4)c3)cs2)c1	3%	-3%
CCOC(=O)N1CCC(NC(=O)c2ccc3c(c2)N(Cc2ccccc2C)C(=O)c2ccccc2S3=O)CC1 (configuration not stated)	-11%	u
Cc1ccc(C)c(N2CCN(C(=O)CN3C(=O)COc4ccc(S(=O)(=O)N5CCOCC5)cc43)CC2)c1	10%	1%
Cc1ccc(NC(=O)CN(C)CC(=O)NC2(C#N)CCCCC2)cc1	6%	-3%
Cc1cc2oc(=O)cc(CN3CCN(C)CC3)c2cc1Cl	2%	-5%
Cc1ccc2c(c1)C(N1CCN(C)CC1)=Nc1cccnc1N2	-2%	4%
CCOC(=O)c1ccc(NC(=O)c2c(NCc3cccc(OC)c3OC)sc3c2CCC3)cc1	4%	191%[activator]
CC(C)CC(C)(C#N)NC(=O)CCCc1c[nH]c2ccccc12 (configuration not stated)	-11%	-9%
CC(CN1CCCC1)OC(=O)C(c1ccccc1)c1ccccc1 (configuration not stated)	13%	-1%
COc1ccc(NC(=O)CCN2CCN(CCO)CC2)cc1	-10%	23%
CC(C)(C)CC(=O)Nc1nc2c(s1)C(=O)CC(C)(C)C2	3%	3%
CC(C(=O)NC1CC1)S(=O)(=O)Cc1cc(Cl)c2c(c1)OCO2 (configuration not stated)	-10%	-5%
O=C(CSc1nnc(-c2ccc(S(=O)(=O)N3CCCCCC3)cc2)o1)c1ccc(F)cc1	33%[activator]	-5%
O=C(NCc1ccc(Cl)cc1Cl)c1cccc(N2CCCS2(=O)=O)c1	0%	-5%
Cc1cccc(NC(=O)CSCc2nc(-c3ccccc3)oc2C)c1	-2%	-13%
CC(=O)Nc1ccc(C(=O)OC(C)C(=O)C23CC4CC(CC(C4)C2)C3)cc1 (configuration not stated)	8%	2%
Cc1cccc(C(=O)Nc2ccc(N(C)C)cc2)c1	0%	20%
COc1ccc(NC(=O)C2=C(C)Nc3c(C(=O)Nc4ccc(C)cc4)cnn3C2c2cc(OC)ccc2OC)cc1 (configuration not stated)	3%	12%
CCCN(Cc1cc(=O)[nH]c2c(OC)cccc12)C(=O)Nc1ccccc1OCC	-10%	-12%
CCOC(=O)c1ccc2nc(C)cc(Nc3ccc(OC(C)C)cc3)c2c1	-6%&-8%	u

Another view of 4 compounds above:
> O=C(CSc1nnc(-c2ccc(S(=O)(=O)N3CCCCCC3)cc2)o1)c1ccc(F)cc1
  UDG counter: 33%[activator]
  AID inhibitor: -5%
> O=C(NCc1ccc(Cl)cc1Cl)c1cccc(N2CCCS2(=O)=O)c1
  UDG counter: 0%
  AID inhibitor: -5%
> Cc1cccc(NC(=O)CSCc2nc(-c3ccccc3)oc2C)c1
  UDG counter: -2%
  AID inhibitor: -13%
> CC(=O)Nc1ccc(C(=O)OC(C)C(=O)C23CC4CC(CC(C4)C2)C3)cc1 (configuration not stated)
  UDG counter: 8%
  AID inhibitor: 2%

The results go on:
SMILES	UDG counter	AID inhibitor
CCc1cccc(NC(=O)C2CCC(CNS(=O)(=O)c3csc(C(N)=O)c3)CC2)c1 (configuration not stated)	3%	4%
CCOC(=O)c1sc(NC(=O)C2c3ccccc3Oc3ccccc32)c(C#N)c1C	-1%	-14%
O=C(O)c1ccnc(C2CCCC/C2=N\O)c1 (configuration not stated)	-5%	1%
O=c1c2cc3c(cc2n(Cc2ccc(Cl)cc2)c(=O)n1Cc1nc(-c2ccccc2)no1)OCO3	-8%[57.5 µM]	9%
C=CCNC(=O)NC(=O)CNc1cc(C(F)(F)F)cc(C(F)(F)F)c1	2%	3%
Cc1nc2ccc(NS(=O)(=O)c3cccs3)cc2s1	1%	1%
CCCN(CCC)CCCNC(=O)c1cc2c(-c3ccc(OC)c(OC)c3)nn(C)c2s1	u	u
Cc1ccc(-c2nc3c4c(-c5ccccc5)c(-c5ccccc5)oc4ncn3n2)cc1	-10%	4%
COCCNc1sc(S(=O)(=O)c2ccc(C)cc2)nc1S(=O)(=O)c1ccc(C)cc1	2%	-8%
CC(NC(=O)c1ccc(Cl)c(Cl)c1)C1CC2CCC1C2 (configuration not stated)	-4%	-5%
Cc1ccc(-c2nc(CSc3ccc4c(c3)OCCO4)co2)cc1	-8%	-15%
CC(=O)c1ccc(OCC(=O)Nc2ccc3oc(C)nc3c2)cc1	-7%	0%
CCOC(=O)c1cccc2c1N[C@@H](c1ccc(F)cc1)[C@H]1CC=C[C@@H]21	24%	65%[activator]
Cc1cccc(NC(=O)Nc2ccc(F)c(Cl)c2)n1	-1%	0%
O=C(Nc1cccc(Br)c1)C1C2C3CCC(C3)C12 (configuration not stated)	-4%	-18%
Cc1nc(-c2ccc(Cl)cc2)sc1C(=O)N1CCN(Cc2ccc(C#N)cc2)CC1	-14%	-12%
CC(=O)c1cn(CCOc2cccc3ccccc23)c2ccccc12	7%	1%
COc1ccc(C2c3cccn3CCN2S(=O)(=O)c2c(C)cc(C)cc2C)cc1OC (configuration not stated)	u	-21%
Cc1cc(C)c(NCC(=O)NNC(=O)c2cnccn2)c(C)c1	5%	3%
COc1ccc(-c2cc(C(=O)N(C)C)c3ccccc3n2)cc1	8%	0%
CC(NC(=O)c1ccco1)c1nc(-c2ccccc2)no1 (configuration not stated)	5%	-10%
Cc1ccc(C(=O)N2c3ncnn3C3(CCCCC3)[C@@H]3CCCC[C@@H]32)cc1	6%	-2%
Cc1ccc(-n2nnnc2C2CCN(S(=O)(=O)c3ccc(OC(F)(F)F)cc3)CC2)cc1	0%[57.5 µM]	3%
CC1=C(c2ccc(C)c(C)c2)S(=O)(=O)N=C1N1CCC(C(=O)NCc2ccccc2C)CC1	-19%	7%
O=C(CSc1nnc2ccc(-c3cccs3)nn12)NC1CCCC1	8%	-8%

Ordered by SMILES length (highest first): four of the compounds above.
SMILES	UDG counter	AID inhibitor
CCOC(=O)c1ccc(NC(=O)c2c(NCc3cccc(OC)c3OC)sc3c2CCC3)cc1	4%	191%[activator]
COc1ccc(C2c3cccn3CCN2S(=O)(=O)c2c(C)cc(C)cc2C)cc1OC (configuration not stated)	u	-21%
Cc1ccc2c(c1)C(N1CCN(C)CC1)=Nc1cccnc1N2	-2%	4%
O=C(Nc1cccc(Br)c1)C1C2C3CCC(C3)C12 (configuration not stated)	-4%	-18%

Next section
SMILES	UDG counter	AID inhibitor
Cc1nc(Nc2nc3ccccc3o2)nc(C)c1C(=O)Nc1cccc(C(F)(F)F)c1	5%	1%
COc1ccc(-c2c(C(=O)O)sc3c2NC(=O)CC32C(=O)N(C)c3c(C)cccc32)cc1 (configuration not stated)	-8%	4%
C=CCNC(=O)NC(=O)CN(CCC(=O)OC)Cc1ccccc1	2%	4%
CNC(=S)NNC(=O)c1ccc(Br)cc1	7%	12%
CC(=O)Nc1ccc(NC(=O)c2c(C)nn(-c3ccccc3)c2-n2cccc2)cc1	-7%	7%
CCN(C(=O)c1oc2ccc(S(=O)(=O)N3CCCCCC3)cc2c1C)c1ccccc1	-18%	u
Cc1nc2cc(F)ccc2cc1C(=O)N1CCN(S(=O)(=O)c2ccccc2C#N)CC1	-9%	7%
O=C(Cn1nc(-c2ccccc2F)ccc1=O)N1CCc2ccccc2C1	-3%	1%
Cc1oc2ncnc(N3CCCCC3)c2c1C(=O)Nc1cccc(Cl)c1C	1%	-7%
Cc1c(Cl)cccc1NC(=O)c1ccc2c(c1)nnn2C1CCCC1	-14%	22%
O=C1CCCC2=C1C(c1ccc(OC(F)F)cc1)C=C1c3cc4c(cc3CCN12)OCCCO4 (configuration not stated)	-3%	22%
Cc1ccc(CN2C(=O)c3ccccc3Sc3ccc(C(=O)NC4CCCCC4)cc32)cc1	-10%	-2%
COc1ccc(CNC(=O)c2ccc(-c3nc(CSc4ccccc4)c(C)o3)cc2)cc1OC	-13%	3%
Clc1cccc(/C=N/N=C/c2cccc(Cl)c2)c1	1%	1%
CC(Sc1nc(CN2CCOCC2)nc2ccccc12)C(=O)Nc1ccccc1F (configuration not stated)	9%	0%
CCC(C)c1ccc(NC(=O)Cc2cccs2)cc1 (configuration not stated)	-1%	-7%
Cc1nc2c(ccc3ccccc32)c(C)c1C	11%	11%
NS(=O)(=O)c1ccc(N/N=C/c2cccc([N+](=O)[O-])c2)cc1	-3%	1%
CC(NC(=O)CSc1nnc(-c2nn(Cc3ccccc3)c(=O)c3ccccc23)o1)c1ccccc1 (configuration not stated)	-2%	2%
CCOC(=O)c1c(C)sc2c1OC(N)=C(C#N)C21C(=O)N(Cc2cccc(F)c2)c2ccccc21 (configuration not stated)	-22%	46%[activator]
Cc1ccc(CN(Cc2ccco2)C(=O)c2oc3ccc(C)cc3c2C)cc1	-6%	i
COc1ccc(C2C=C(c3ccc(Br)cc3)Nc3nnnn32)c(OC)c1 (configuration not stated)	3%	-1%
O=C(Nc1ccccn1)C1=C(c2ccccc2)S(=O)(=O)CCO1	3%	3%
Cc1ccc(NC(=O)CSc2nnc(N)s2)c(C)c1	-17%[57.5 µM]	2%[57.5 µM]
CCC(=O)N1CCc2cc(Br)cc(S(=O)(=O)N3CCCC(C(=O)NCc4ccc(C)cc4)C3)c21 (configuration not stated)	-11%	-2%

Continuation.
SMILES	UDG counter	AID inhibitor
COc1ccc(CCn2c(=O)c3cccnc3n(CC(=O)Nc3ccc(C)cc3C)c2=O)cc1OC	-28%	-2%
CC(=O)N(Cc1cccnc1)c1nc2c(C)c(C)ccc2s1	u	-19%
COc1ccc(-c2cc(C(F)(F)F)nc(S(C)(=O)=O)n2)cc1	37%[activator]	-12%
Cc1nc2cc(NC(=O)COc3cccc(Br)c3)ccc2o1	7%	8%
CCCCCC/C=N/NC(=O)Cc1cccc2ccccc12	8%	-9%
COc1ccc(Nc2oc(/C=C/c3ccc(OC)c(OC)c3)nc2C#N)cc1	-9%	12%
S=C1NC(=S)/C(=C/C=C/c2ccco2)S1	1%	u
Cc1nc2c(C(=O)NCc3ccccc3Cl)c[nH]n2c(=O)c1Cc1cccc(Cl)c1	-13%	-7%
Cc1ccc(C=Nc2ccc(N=Cc3ccc(C)s3)cc2)s1	-14%	-5%
CCC(C(=O)Nc1ccccc1OC)n1c(C(=O)OC)cc2sc(Cl)cc21 (configuration not stated)	-5%	0%
O=C(Nc1nc2n(n1)C(c1ccc(F)cc1)C=C(c1ccccc1)N2)c1ccco1 (configuration not stated)	4%	-1%
O=C(O)CCCC[C@@H]1CCSS1	4%	3%
COc1ccc(-c2c(C)c3ccc(OC(=O)C(C)C)cc3oc2=O)cc1OC	-6%	-7%
COc1ccc(-c2nc(C#N)c(NCc3ccccc3)o2)cc1	7%	1%
Cc1cc(N2CCCCC2)nc2ccc(NC(=O)/C=C/c3ccc(OC(C)C)cc3)cc12	-10%	u
CCN1C(=O)c2ccccc2Sc2ccc(NC(=O)Nc3ccc(Br)c(C)c3)cc21	u	u
COc1ccc(C)cc1NC(=O)Cn1c(=O)c(C(F)(F)F)nc2ccccc21	5%	-1%
CCN1CCC(NC(=O)C23CC4CC(CC(C4)C2)C3)CC1	-8%	-2%
Cc1cc(OC(C)C(=O)Nc2c(C(=O)c3ccc(F)cc3)oc3ccccc23)ccc1Cl (configuration not stated)	-1%	0%
Cc1ncc(-c2ccc(S(=O)(=O)Nc3ccc(C)c(Cl)c3)cc2)o1	1%	7%
Cc1c(-c2ccccc2)nc2ccccc2c1-c1ccccc1	0%	u
Cc1ccc2[nH]c(CSc3nnc(NC(=O)COc4ccccc4)s3)cc(=O)c2c1	u	-2%
Cc1ccc2c(COC(=O)CNS(=O)(=O)c3ccc(C)c(C)c3)cc(=O)oc2c1	8%	-6%
CC(=O)N1CCc2cc(S(=O)(=O)NC(CC(C)C)C(=O)NCCc3ccc(C)cc3)ccc21 (configuration not stated)	-16%	-1%
COc1cccc(C(=O)NCCC(C)C)c1	-3%	-4%
O=C(NCCc1ccc2c(c1)OCCO2)c1ccc(NS(=O)(=O)c2ccc(Cl)s2)cc1	5%	2%
CCc1cccc2c(-c3ccccc3)nc(SCC(=O)Nc3ccccc3OC)nc12	-6%	-14%
O=C(Nc1oc2ccccc2c(=O)c1-c1ccccc1)c1ccccc1	-3%	-7%
